AI-2 QS modul: Vibrio harveyi AI-2 quorum sensing modulation | Vibrio harveyi JMH597 AI-2 luminescence/OD600 ratio, 9 h; hits give low values; strain lacks LuxN and CqsS sensors; 0 = neutral-control median | activity change, % at 7.5 µM | 0.4% of 300,000 active | AID 2094; in the data active = activity change below about -75%, passing the limit was not always enough; inconclusive = no clear call, values can overlap the other calls;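 note: luminescence divided by OD600 gain over 9 h not by final OD600 alone; inactives centre near 13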
HDAC3 inhib: inhibitors of human histone deacetylase 3 | recombinant HDAC3, fluorogenic peptide/trypsin coupled, fluorescence | 0.15% of 320,000 active | inhibition, % at 8.3 µM; in the data active = inhibition above about 26%, passing the limit was not always enough; inconclusive = no clear call, values can overlap the other calls
Target sequence (O15379 whole entry, looked up): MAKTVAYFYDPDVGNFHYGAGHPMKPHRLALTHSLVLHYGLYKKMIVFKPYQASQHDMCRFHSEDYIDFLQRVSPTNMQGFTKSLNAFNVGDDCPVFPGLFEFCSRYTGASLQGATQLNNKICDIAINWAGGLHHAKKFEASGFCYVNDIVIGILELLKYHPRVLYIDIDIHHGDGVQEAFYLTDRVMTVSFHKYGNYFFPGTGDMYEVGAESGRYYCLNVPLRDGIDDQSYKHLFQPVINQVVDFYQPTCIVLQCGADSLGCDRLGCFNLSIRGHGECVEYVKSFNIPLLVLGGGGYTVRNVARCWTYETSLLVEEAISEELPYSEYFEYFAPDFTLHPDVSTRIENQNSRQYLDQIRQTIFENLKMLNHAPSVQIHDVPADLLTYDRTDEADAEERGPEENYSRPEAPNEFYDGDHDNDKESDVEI
HSP90 inh: blocks HSP90-mediated luciferase refolding in reticulocyte lysate | Rabbit reticulocyte lysate, luciferase refolding luminescence, 3 h | inhibition, % at 5.6 µM | 0.91% of 290,000 active | AID 1789;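 active = inhibition above the screen-wide mean plus 3 SD, computed separately per campaign, cut at about 16% in these data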;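 note: 0% = DMSO wells and 100% = 60 µM geldanamycin wells; inhibitors lower the luminescence because luciferase stays unfolded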
GSK3A inh: human GSK-3 alpha kinase inhibition. ADP-Glo luminescence, 60 min. inhibition, % at 10 µM. 0.1% of 320,000 active. AID 2650;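 in the data active = inhibition above about 50%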;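 note: GST-tagged GSK-3 alpha with peptide substrate and 25 µM ATP; 0% = DMSO neutral wells and 100% = GW8510 positive control wells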
Dyrk1A ADPGlo: blocks rat Dyrk1A kinase activity. Q63470. ADP-Glo luminescence, NFATc1 peptide. inhibition, % at 12.5 µM. 0.43% of 310,000 active. AID 504441; in the data active = inhibition above about 50%;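 note: plate controls were vehicle with enzyme for no effect and no enzyme for full effect; many of its hits are not listed in these tables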
HSF1 inh: HSF1 inhibition | NIH3T3-HGL HSE-luciferase, MG132-induced, luminescence 8 h; hits give low values | activity change, negative = inhibition, % at 7.5 µM (by protocol) | 0.77% of 300,000 active;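 active = more than half of replicate wells show activity change below -50%, luminescence cut by over half; inconclusive = some wells, but at most half, below -50%; inactive = no replicate well below -50%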;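 note: luciferase reports HSF-1 transcriptional activity via heat shock element; 0% = median of DMSO wells and -100% = zero luminescence signal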
Platelet DG rel: platelet dense granule release activity; human platelet-rich plasma, SFLLRN dense granule ATP release, luminescence; inhibition, %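 (compounds screened at 7.5 µM in platelet-rich plasma)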; 0.22% of 300,000 active; AID 1663;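 active = mean replicate score, as percent of positive control, at or above 50; inconclusive = mean below 50 but at least one replicate at or above 50; inactive = mean and every replicate below 50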
GSK3beta inhib: blocks human GSK3beta kinase activity | GST-GSK3beta kinase, ADP-Glo luminescence, 60 min; hits give low values | P49841 | activity score (negative = inhibition), % at 10 µM | AID 2097 | 0.038% of 300,000 active;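 active = more than half of replicate wells score below -50%, meaning over 50% inhibition versus plate controls; inconclusive = some replicates but at most half score below -50%; inactive = no replicate scores below -50%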;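 note: 0% = median DMSO wells and -100% = median GW8510 positive control wells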
Target sequence (P49841 whole entry, looked up): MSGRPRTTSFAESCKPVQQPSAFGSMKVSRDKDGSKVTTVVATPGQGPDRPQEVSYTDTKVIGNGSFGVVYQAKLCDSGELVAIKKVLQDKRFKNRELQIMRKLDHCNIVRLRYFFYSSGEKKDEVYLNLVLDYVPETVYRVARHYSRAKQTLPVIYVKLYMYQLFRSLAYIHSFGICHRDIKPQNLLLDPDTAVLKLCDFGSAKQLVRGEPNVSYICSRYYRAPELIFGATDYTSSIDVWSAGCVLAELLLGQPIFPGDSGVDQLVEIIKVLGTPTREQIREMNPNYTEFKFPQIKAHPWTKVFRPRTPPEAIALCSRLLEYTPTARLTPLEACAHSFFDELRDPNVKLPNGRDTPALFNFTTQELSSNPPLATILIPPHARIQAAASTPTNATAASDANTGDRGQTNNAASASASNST
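Test system – GST-tagged human GSK3beta kinase, cell-free · Incubation – 60 min enzyme reaction, room temperature · Signal – ADP-Glo luminescence · Also added – peptide substrate and ATP at 25 µM · Controls – DMSO neutral wells and GW8510 at 20 µM as positive · Buffer or medium – Tris/MgCl2 kinase buffer · Measure – Luminescence-derived activity versus plate DMSO and GW8510 wells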
PolyA inh: inhibitors of polyadenylation in S. cerevisiae | S. cerevisiae SKY197-pL101 polyadenylation reporter, beta-gal luminescence; efflux-impaired pdr1/pdr3 knockout yeast; score 100 = 6 SD above DMSO | calls only at 12 µM | 0.02% of 300,000 active | AID 1875;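 active = lowest replicate activity score at least 50, where 100 means six control SD above control mean; inconclusive = lowest score under 50 but half or more replicates reach 50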;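 note: yeast exposed to compound for 9 h at 30 °C; higher score means more reporter readthrough which indicates perturbed polyadenylation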
HSF-1 act: increases HSF-1 driven luciferase reporter signal. activation, % at 9 µM. NIH3T3-HGL HSF-1 luciferase reporter, MG132, 8 h; 100% = twice DMSO control signal. 1.7% of 300,000 active;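 active = mean replicate activation of at least 50% with a set share of replicates each reaching 50%; inconclusive = only one of those two conditions met; inactive = mean below 50% and too few replicates reaching it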;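 note: 0% = median of the neutral control wells and 100% = twice that signal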
Active calls of the source: *; i = inactive; ? = inconclusive; / = not tested or not shown. A portion of the library; rates above refer to the full screens.

SMILES	AI-2 QS modul	HDAC3 inhib	HSP90 inh	GSK3A inh	Dyrk1A ADPGlo	HSF1 inh	Platelet DG rel	GSK3beta inhib	PolyA inh	HSF-1 act
CCCC(=O)C1=C(N2CCCC2)CC(C)(C)C(C(=O)OC)C1=O (centres undefined)	5	8	8	-1	2	3	?	3	i	12
Cc1c(NC(=S)NC(=O)c2cc3ccccc3o2)c(=O)n(-c2ccccc2)n1C	10	1	2	-3	1	2	14	-3	i	0
CCc1ccc(NC(=O)CCC(=O)c2ccccc2)cc1	-13	4	-1	-3	-3	6	9	2	i	7
Cc1ccc(N2C(=O)CSC2c2cccnc2)c(Cl)c1 (centres undefined)	-1	-1	-1	-2	/	1	-16	6	i	7
Cc1oc(-c2cccc(Cl)c2)nc1CN1CCC(C(=O)N2CCN(c3ccccc3F)CC2)CC1	22	7	4	0	6	0	-1	2	i	0
CCCC1CCC(=NNS(=O)(=O)c2ccc(C)c([N+](=O)[O-])c2)CC1 (centres undefined)	5	2	1	0	-1	-4	2	2	i	-9
Cc1nc2scc(C)n2c(=O)c1S(=O)(=O)NCc1ccccc1	19	14	-2	3	/	-7	-5	-5	i	-17
COc1ccccc1C(=O)N/C(=C\c1cn(S(=O)(=O)N(C)C)c2ccccc12)C(=O)N1CCCCC1	-5	-2	-1	3	-3	-5	-8	-2	i	-2
COc1c(C)cc(C(=O)C2CCCN(C(=O)c3ccc4[nH]ccc4c3)C2)cc1C (centres undefined)	12	-9	0	-2	2	-1	-7	-2	i	-8
CCNS(=O)(=O)c1ccc(NC(=S)NCc2ccco2)cc1	19	3	-3	3	-7	2	6	-1	i	8
CC(C)CC(NC=C1C(=O)OC(C)(C)OC1=O)C(=O)O (centres undefined)	17	0	2	-2	1	-2	6	1	i	10
CC(C)(C)c1ccc(OCCC(=O)NCC(c2cccs2)N2CCOCC2)cc1 (centres undefined)	6	5	/	-2	8	7	3	2	i	3
C=CCc1c(C)nc2c(C)cccc2c1SC(=N)N	21	-2	-1	-2	30	-4	-9	2	i	-8
O=C(O)c1ccc(N2C(=O)/C(=C/C=C/c3ccccc3)SC2=S)cc1	18	-11	5	-2	1	4	-3	2	i	4
CCCCc1nc(SCC(=O)N2CCCC2)c2c(=O)n(C)c(=O)n(C)c2n1	3	5	-6	1	6	-3	-2	-2	i	-10
CCCCCN(C(=O)CCC(=O)OCCOc1ccccc1Cl)c1c(N)n(CCCC)c(=O)[nH]c1=O	15	0	/	0	-8	10	9	0	i	12
CSc1nc2cc(S(=O)(=O)N3CCCCC3)ccc2s1	-9	/	2	/	-1	-2	3	2	i	1
CCOC(=O)C1=C(C)NC(C)=C(C(=O)OCC)C1c1ccccc1/C=C/C(=O)OC(C)(C)C	12	-1	/	1	/	8	9	-2	i	12
Cc1ccc(CNC(=O)Cn2cccc2C(=O)c2ccccc2)cc1	4	-2	3	-2	1	16	-2	5	i	8
Cc1cccc(NS(=O)(=O)c2ccc3c(c2)NC(=O)CC(=O)N3)c1	9	-5	-2	2	0	-6	-2	-5	i	-13
Cc1ccc(-c2nc3sc4c(c3c(=O)n2N)CCCC4)cc1	13	3	0	-2	9	11	-9	-1	i	27
CN(Cc1cccc2cnccc12)C(=O)c1cc(COc2ccc(F)cc2Cl)on1	27	2	-6	-4	5	-2	7	2	i	-3
Cc1nn(Cc2ccc(Cl)cc2)c(C)c1NC(=O)c1c(-c2ccccc2)noc1C	-80*	6	1	-2	1	-4	-3	3	i	5
COc1ccc(C)cc1NC(=O)CN1CCN(CC(=O)Nc2ccccc2F)CC1	12	0	1	-1	0	1	-12	1	i	-12
COc1cccc(CCc2nnc(CCC(=O)NCCc3cccc(C)n3)o2)c1	19	0	-2	-5	7	-22	-7	-1	i	-4
COc1ccc(CNC(=O)C2CCCN2C(=O)NC2CCCCC2)cc1 (centres undefined)	17	-1	-1	1	0	-1	-1	1	i	3
C=CCn1c(CNS(=O)(=O)c2ccc(F)cc2)n[nH]c1=S	15	2	-1	0	-6	-3	-17	-10	i	5
N#CCCN(Cc1cccnc1)C(=O)Nc1cccc(Cl)c1	21	5	1	-2	2	-11	0	-5	i	-35
O=C(NCCCN1CCOCC1)c1cc(C(=O)C2CC2)c[nH]1	8	2	-1	0	-2	-1	-10	2	i	7
CCOc1ccc(OCC)c(NC(=O)CSCCc2ccccn2)c1	-14	1	-2	-1	4	9	-1	-1	i	-9
COc1ccc(NC(=O)CC2SC(=Nc3ccccc3)NC2=O)c(OC)c1 (centres undefined)	20	-8	0	2	-8	3	-6	1	i	-1
Nc1nc(NC(=O)Cc2ccccc2)nn1-c1ccccc1	42	-1	-2	1	16	-2	2	-2	i	3
COc1ccc2c(c1)CCCN2C(N)=O	10	-1	-1	-5	0	0	9	-1	i	-8
CSc1nncn1/N=C/c1ccccc1F	16	11	4	6	-5	-2	-5	-1	i	-2
COc1ccc(N2CCN(C(=O)c3ccc(Br)o3)CC2)cc1	3	8	1	0	2	14	46	-1	i	16
COCC(C)n1c(SCC(=O)NCCC2=CCCCC2)nc2ccccc2c1=O (centres undefined)	30	3	-3	/	-3	1	2	1	i	12
CCC(C)C(NC(=O)OC(C)(C)C)C(=O)NC(C(=O)NC(C)C(N)=O)C(C)C (centres undefined)	15	-4	-5	1	5	-5	1	-6	i	3
O=C1CCc2cc(S(=O)(=O)Nc3ccc(F)cc3)cc3c2N1CC3	13	8	/	2	-9	-2	2	3	i	11
O=C1CNC(=O)/C(=C/c2ccco2)N1	-10	3	2	0	6	-6	0	1	i	14
Cn1c(=O)oc2cc(S(=O)(=O)N3CCCC(C(=O)Nc4nccs4)C3)ccc21 (centres undefined)	-1	5	0	0	-4	-7	29	-2	i	6
COc1cc(CC(=O)OCC(=O)N2CC(=O)Nc3ccccc32)cc(OC)c1OC	-6	0	0	-1	/	-7	-2	-1	i	-24
Cn1c(=O)c2c(nc(CN3CCN(C(=O)c4ccco4)CC3)n2Cc2cccc(Cl)c2)n(C)c1=O	27	16	-4	-4	0	2	2	0	i	3
CC1(c2ccc([N+](=O)[O-])cc2)Nc2ccccc2S1 (centres undefined)	26	-1	5	0	3	3	23	2	i	21
O=C(NCCc1c[nH]c2ccccc12)N[C@@H](Cc1ccccc1)C(=O)O	23	0	2	-4	-4	-2	1	-3	i	3
O=C(CN1CCN(S(=O)(=O)N2CCCCC2)CC1)Nc1ccc(Cl)c(Cl)c1	-4	10	-2	-1	3	-2	-3	-5	i	6
O=C(Nc1ccc(CN2CCOCC2)cc1)c1ccc(Cl)cc1	30	-3	-1	-1	4	15	/	3	i	24
COc1ccc(CC(=O)N/N=C/c2ccc(-c3ccc(F)cc3)o2)cc1OC	-10	11	3	1	-4	0	-20	3	i	-3
COC(=O)c1cc(NS(=O)(=O)c2cccc(Cl)c2)ccc1N1CCOCC1	1	0	4	5	/	2	-6	-6	i	6
CCCCCCN=CC1=C(O)CC(C)(C)CC1=O	2	6	1	-1	-10	10	0	1	i	24
Nc1nc2ccc(Cc3ccncc3)cc2s1	-16	5	1	1	2	4	0	0	i	-1
CS(=O)(=O)Nc1nc2n(n1)C(c1ccccc1)CC(c1ccccc1)N2 (centres undefined)	25	/	-3	-2	-5	-6	40	1	i	-2
COc1ccc(S(=O)(=O)N2CCC(C(=O)N[C@H](C(=O)NC3CCCC3)C(C)C)CC2)cc1	10	-3	0	-1	3	0	10	3	i	-2
CN(CC1CCCO1)S(=O)(=O)c1ccc(C(=O)Nc2nnc(-c3ccccc3)o2)cc1 (centres undefined)	57	4	2	1	-8	-25	-18	-2	i	-27
c1csc(-c2nn3c(Cn4cnc5ccccc54)nnc3s2)c1	19	-1	0	2	11	5	0	-1	i	20
CSc1nnc2ccc(-c3ccc(C)cc3)nn12	3	-6	-5	3	-2	1	6	-3	i	19
COc1cc(C(C)=O)ccc1OCC(=O)OCCCOC(=O)COc1ccc(C(C)=O)cc1OC	1	0	3	-2	-2	2	-11	-1	i	5
N#CCCN(C(=O)CSc1ccc2c(c1)OCCO2)c1ccc(F)cc1	-22	0	-9	5	5	3	-26	0	i	3
CCOc1cccc2sc(N(CCN(C)C)C(=O)c3ccc4c(c3)OCCO4)nc12	-2	/	5	3	-6	-8	-2	-3	i	34
O=C(NCCNS(=O)(=O)c1ccccc1)N1CCOCC1	22	-5	-1	0	-1	5	4	4	i	-12
CCNC(=O)CCSc1nc2cc(Cl)ccc2o1	14	2	-2	-3	3	9	-1	0	i	16

The results go on.
SMILES	AI-2 QS modul	HDAC3 inhib	HSP90 inh	GSK3A inh	Dyrk1A ADPGlo	HSF1 inh	Platelet DG rel	GSK3beta inhib	PolyA inh	HSF-1 act
Cc1ccc(C)c(NC(=O)c2c(Cl)nc3ccccn23)c1	5	0	2	2	6	2	12	3	i	1
Cc1ccc(CNC(=O)C2CCCN(S(=O)(=O)c3c(C)noc3/C=C/N(C)C)C2)cc1 (centres undefined)	15	-1	-2	-2	/	1	38	10	i	19
Oc1ccc(C2C[C@H]3CC[C@@H]2C3)cc1O (some centres undefined)	17	5	-4	1	1	80	-8	-2	i	90*
CC(C)NC(C(=O)Nc1cc(Cl)cc(Cl)c1)c1ccccc1 (centres undefined)	0	-5	3	0	14	7	-19	3	i	21
CCC(c1nnnn1C1CCCC1)N(Cc1cccs1)Cc1cc2cc(C)ccc2[nH]c1=O (centres undefined)	16	2	-2	-1	-1	5	-3	1	i	8
CCCCc1sc(-c2c(C#N)c(N)nc3c2CCCCC3)cc1[N+](=O)[O-]	13	5	1	-1	-1	-7	-1	-20	i	16
Cc1nnc(SCC(=O)Nc2ccc3c(c2)COC3=O)n1-c1ccccc1	-70	7	0	0	16	0	-1	0	i	7
COCCCNc1nc2c(-c3ccc(C)cc3)nnn2c2ccccc12	15	-3	5	-4	1	24	12	3	i	29
COc1ccc(C(=O)C[n+]2cccc3cc(C)ccc32)cc1	-6	2	-2	4	12	-8	-7	0	i	12
Cc1ccc2c(=O)cc(C(=O)NCCc3ccc(S(N)(=O)=O)cc3)oc2c1	-2	-3	-7	-1	6	-1	-4	-2	i	-10
CN1C(=O)C(C)(C)c2cc(S(=O)(=O)N3CCCC(C(=O)NCc4ccc(Cl)cc4)C3)ccc21 (centres undefined)	34	-7	-4	-1	4	-8	3	3	i	-1

Pulled by structure from the list above:
SMILES	AI-2 QS modul	HDAC3 inhib	HSP90 inh	GSK3A inh	Dyrk1A ADPGlo	HSF1 inh	Platelet DG rel	GSK3beta inhib	PolyA inh	HSF-1 act
CSc1nncn1/N=C/c1ccccc1F	16	11	4	6	-5	-2	-5	-1	i	-2
Cn1c(=O)oc2cc(S(=O)(=O)N3CCCC(C(=O)Nc4nccs4)C3)ccc21 (centres undefined)	-1	5	0	0	-4	-7	29	-2	i	6
CSc1nnc2ccc(-c3ccc(C)cc3)nn12	3	-6	-5	3	-2	1	6	-3	i	19

Source: PubChem
